PLK1 inh – blocks human PLK1 kinase activity; P53350; recombinant PLK1 kinase, TR-FRET peptide phosphorylation; inhibition, % at 10 µM; actives 0.53% (n = 97,000); AID 619;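 active = inhibition of 50% or more in the single-concentration screen; inactive = inhibition below 50%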;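 note: 0% = DMSO max control and 100% = H-89 dihydrochloride min control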
LYP inh 2 – LYP (human) phosphatase inhibition; Q9Y2R2; recombinant LYP catalytic domain, DiFMUP fluorescence; inhibition, % at 2 µM; actives 0.21% (n = 96,000);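 active = inhibition at 2 µM at or above a set limit, the screen mean plus 3 SD, cut at about 24% in these data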;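 note: 0% = DMSO with enzyme and 100% = enzyme fully blocked by orthovanadate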
PTPN22 act – increases human PTPN22 phosphatase activity; Q9Y2R2; recombinant LYP, DiFMUP fluorescence; 0 = plate median, 100 = signal doubled; activation, % at 2 µM; actives 0.11% (n = 96,000); AID 697;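 active = activation at 2 µM above a set limit, the mean plus 5 SD, cut at about 37% in these data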
EphB4 ephrin blk – antagonists of human EphB4-ephrin-B2 interaction; P54760; inhibition, % at 7 µM; EphB4 LBD / TNYL-RAW-Alexa532 peptide, fluorescence polarization; actives 0.15% (n = 97,000);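 active = inhibition above the screen-wide mean inhibition plus 3 SD, cut at about 15% in these data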;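 note: 0% = DMSO wells and 100% = excess unlabeled TNYL-RAW peptide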
CYP2C9 activ – increases human cytochrome P450 2C9 activity; actives 1.4% (n = 96,000); activation factor at 5 µM; recombinant CYP2C9, luciferin-H conversion, luminescence; stronger effect = higher value; factor 1 = untreated enzyme, 0 = blocked; P11712;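 active = activation factor of 2 or more for CYP2C9 at a 5 µM dose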;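 note: 0 = sulfaphenazole-blocked wells and 1 = vehicle-only wells; values of inactives mirror those of a sister screen read the other way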
Target sequence (P11712 whole entry, looked up): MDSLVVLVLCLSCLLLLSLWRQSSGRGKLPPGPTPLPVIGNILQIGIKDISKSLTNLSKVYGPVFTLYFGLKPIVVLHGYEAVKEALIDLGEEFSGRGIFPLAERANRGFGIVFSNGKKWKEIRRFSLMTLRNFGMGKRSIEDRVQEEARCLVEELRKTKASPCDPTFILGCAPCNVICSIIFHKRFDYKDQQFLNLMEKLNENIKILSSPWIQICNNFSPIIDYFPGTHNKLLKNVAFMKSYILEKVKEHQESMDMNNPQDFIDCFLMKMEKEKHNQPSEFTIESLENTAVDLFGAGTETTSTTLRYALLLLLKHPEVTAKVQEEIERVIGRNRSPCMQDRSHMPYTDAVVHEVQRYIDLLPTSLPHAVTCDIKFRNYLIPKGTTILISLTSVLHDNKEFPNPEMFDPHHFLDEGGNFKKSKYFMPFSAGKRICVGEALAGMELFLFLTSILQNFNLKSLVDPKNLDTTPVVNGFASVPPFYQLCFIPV
HIV Rev-RRE inh – disrupts HIV-1 Rev binding to RRE RNA | P05866 | Rev peptide-RRE RNA binding, FRET | inhibition, % at 8 µM | actives 0.79% (n = 97,000) | AID 704;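 active = inhibition above the screen-wide mean plus 3 SD, cut at about 35% in these data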;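 note: 0% = median DMSO wells and 100% = median Neomycin B control wells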
Target sequence (P05866 whole entry, looked up): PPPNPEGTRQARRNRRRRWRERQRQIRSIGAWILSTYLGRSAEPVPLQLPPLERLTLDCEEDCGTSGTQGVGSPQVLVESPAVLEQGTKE
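Assay system: labelled RRE RNA duplex and labelled Rev peptide / Medium: HEPES pH 7.5 salt buffer with EDTA / Reagent: labelled Rev peptide / Schedule: 5 + 15 min at 25 °C / Signal: FRET, excitation 480 nm, emission 540 nm donor and 671 nm acceptor / Benchmarks: DMSO and neomycin B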
PLK1 PBD inh – blocks phosphopeptide binding to human Plk1 polo box domain; Plk1 PBD phosphopeptide binding, fluorescence polarization; inhibition, %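 (tested at about 20 µM)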; actives 0.13% (n = 97,000); AID 693; in the data active = inhibition above about 34%, passing the limit was not always enough
CYP2C9 inhib – blocks human cytochrome P450 2C9 | P11712 | CYP2C9 Supersomes, luciferin-H conversion, luminescence | inhibition, % at 5 µM | actives 20% (n = 96,000) | AID 777;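 active = blocking of liver enzyme CYP2C9 beyond about 50% at 5 µM, limit read from the data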; note: values of inactives mirror those of a sister screen read the other way
Candida biofilm – kills Candida albicans biofilms | C. albicans biofilm + clotrimazole, Alamar Blue | inhibition, % at 6 µM | actives 0.14% (n = 85,000) | AID 834;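 active = inhibition above 20%; inactive = inhibition below 20%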;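 note: preformed 24 hr biofilms exposed to compound for 48 hr; 0% = biofilm without compound and 100% = blank killed by clotrimazole plus chlorhexidine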
An asterisk follows results filed as active; . = no result given; & = joins results of further samples. Compounds as they come. Share with any hit: about 20%.

SMILES	PLK1 inh	LYP inh 2	PTPN22 act	EphB4 ephrin blk	CYP2C9 activ	HIV Rev-RRE inh	PLK1 PBD inh	CYP2C9 inhib	Candida biofilm
Cc1nn(C/C(C#N)=N\O)c(C)[n+]1N	-4	1	-4	-5	1.2	6	-8	-17	4
c1ccc(OCCSc2nnnn2C2CCCCC2)cc1	-15	-2	1	-1	0.2	16	16	82*	3
O=C1CCCc2[nH]nc(-c3cccnc3)c21	-11	10	-11	2	1.1	1	23	-6	8
O=S(=O)(O)c1nnc2sc3ccccc3n12	-3	7	-8	-5	0.8	6	22	16	3
O=C(CSc1nnnn1C1CCCC1)N1CCCc2ccccc21	-14	-5	1	7	1.1	8	13	-8	8
N#Cc1cc2ccccc2nc1SCC(=O)Nc1ccc(S(=O)(=O)N2CCCC2)cc1	-4	4	-7	4	0.1	5	-9	90*	.
CCn1c(COc2ccc(Cl)c(C)c2)nnc1SCC(=O)N1CCCC1	-6	-4	4	-5	1.2	11	-14	-18	0
Cc1nn(-c2ccc(C(=O)O)cc2)c(=O)c2ccccc12	-9	0	-2	-3	0.9	6	26	5	.
Cc1ccc2[nH]c(=O)c(CN(CCCO)S(=O)(=O)c3c(C)ccc4nsnc34)cc2c1	2	-10	12	-2	0.3	2	14	65*	4
O=C(CSc1nnc(-c2ccc(Br)cc2)n1C1CCCCC1)N1CCCC1	-14	-1	-3	1	.	7	7	.	2
O=C(Nc1ccccc1)/C(=C/c1ccccc1)c1ccccc1	-6	6	-4	-10	.	13	-23	.	.
O=C(Nc1ccc(S(=O)(=O)N2CCN(Cc3ccccc3)CC2)cc1)c1cnccn1	-31	-1	1	-3	0.5	14	7	52*	5
Cc1cc(C)n(-c2cc(N3CCN(S(=O)(=O)c4ccc(C)c(C)c4)CC3)ccc2[N+](=O)[O-])n1	-3	8	-5	1	0.8	5	-9	24	.
Cc1[nH]c(=O)c(C#N)cc1-c1ccccc1	-7	-6	8	-1	0.7	9	-17	27	.
Cc1nnc(SCC(=O)Nc2cccc(C(F)(F)F)c2)[nH]c1=O	8	-6	5	1	0.8	4	12	22	-1
CC1CCCCC1NC(=O)C1CCN(S(=O)(=O)N2CCOCC2)CC1 (stereo not drawn)	-7	-6	5	-9	1	2	-13	5	7
CCCCN(CC)C(=O)CN1C(=O)c2ccccc2C1=O	0	8	-6	-4	0.9	1	-1	14	2
Cc1cc(C)c2c(=O)[nH]c(SCC(=O)N(C)C)nc2n1	1	-4	1	-3	1	5	-6	-2	9
COc1ccc(CCNC(=O)CN2CCN(c3cccc(C(F)(F)F)c3)CC2)cc1	-11	2	-3	3	0.2	0	-19	76*	.
Cc1ccc(NC(=S)N/C(=N/S(=O)(=O)c2ccccc2)c2ccccc2)cc1	-44	-2	4	-1	0.2	-1	-16	82*	4
CCN1CCN(Cc2nc3c(c(=O)n(C)c(=O)n3C)n2CC(=O)c2ccccc2)CC1	-6	1	-2	-7	0.7	-1	21	30	4
COc1ccc(CCNC(=O)c2nnn(-c3cccc(C)c3)c2N)cc1OC	-3	14	-12	-2	0.3	7	-3	68*	-1
CCOC(=O)N1CCC(Nc2c(NCCN3CCN(c4ccccc4F)CC3)c(=O)c2=O)CC1	-2	0	-3	2	0.7	4	-10	25	9
N#C/C(=C\c1ccc(-c2ccccc2)o1)C(=O)Nn1cnnc1	-2	6	-3	1	0	4	-31	99*	.
CC(C)(C)OC(=O)NCCc1nnc(S(=O)(=O)Cc2ccc(Cl)cc2Cl)o1	-5	7	-8	-1	0.2	10	18	80*	-3
CC(=O)c1cccc(NC(=O)C2CC(c3ccc(F)cc3)=NO2)c1 (stereo not drawn)	0	0	3	-1	0.7	-3	-5	28	0
CCOC(=O)COc1ccc(/C=C2/SC(=Nc3ccccc3)N(Cc3cccnc3)C2=O)cc1OC	-6	1	-2	11	0.2	3	-8	75*	.
CCn1c(=O)cc(O)c2c(=O)n(C)c(=O)n(C)c21	9	-1	-2	2	0.6	1	27	43	1
O=C1C=C(N2CCN(C(=O)c3ccccc3)CC2)C2(CCCCC2)O1	-3	-11	9	-7	1	1	-2	-3	.
COc1cc(/C=N/NC(=O)CNC(=O)c2ccc3c(c2)OCCO3)ccc1O	-2	-5	8	-10	.	-4	-10	.	.
CC(C)(C)c1nc2scc(-c3cccs3)c2c(=O)o1	-18	-2	1	2	0.9	16	6	12	-2
Cc1nn(Cc2ccc(Cl)cc2)c(C)c1N	-4	4	2	-7	.	1	-3	.	7
CCC(C)C(=O)Nc1nc(C)c(-c2csc(Nc3cc(OC)ccc3OC)n2)s1 (stereo not drawn)	-13	5	-1	4	0.3	-1	-16	75*	.
Cc1ccccc1N1C(=O)c2ccccc2NC1c1ccncc1 (stereo not drawn)	-4	4	-2	1	.	4	8	.	3
O=C(NCCc1ccccc1)C1(c2ccccc2)CC1(Cl)Cl (stereo not drawn)	-7	2	0	4	0.9	5	1	12	.
O=C(Oc1ccc(Cl)cc1N1C(=O)CCC1=O)c1ccco1	-7	11	-13	7	0.9	7	1	6	-3
CCOc1ccc2[nH]c(=O)c(CN(Cc3ccc(F)cc3)C(=O)c3ccco3)cc2c1	-19	-4	1	1	0.8	4	-2	22	2
Cc1ccc(-c2nn3c(C)nnc3s2)cc1NC(=O)COc1ccc(Cl)cc1	-20	-10	7	-3	0.7	6	9	28	-5
c1ccc(Cn2c(CNc3nc4ccccc4n3CCN3CCOCC3)nc3ccccc32)cc1	-18	0	1	1	0.1	2	-14	91*	7
CC(=O)NCCc1ccc(S(=O)(=O)NCc2ccc3c(c2)OCO3)cc1	4	-6	10	-10	0.5	3	4	47	7
O=C(NCc1ccco1)C(c1cccs1)N(Cc1ccccc1)C(=O)Cn1nnc2ccccc21 (stereo not drawn)	-6	-1	-1	-3	0.9	7	30	5	5
N#Cc1c(NC(=O)CSc2n[nH]c(Cc3ccccc3)n2)oc(-c2ccccc2)c1-c1ccccc1	-8	4	-4	8	0	-1	-13	99*	9
CC1(C)Cn2c(nnc2-c2ccccc2)S1	-40	-2	5	-2	1.1	8	19	-11	6
O=C(Cc1cccs1)N1CCN(c2ccc(F)cc2)CC1	-11	-5	9	9	.	-2	-4	.	4
CC(C)C(O)P(=O)(OCc1ccccc1)c1ccc(N(C)C)cc1 (stereo not drawn)	1	-5	3	-4	0.9	3	-11	5	-6
CCOC(=O)c1sc(NC(=O)CSc2nnc(-c3ccc(OC)cc3)n2CCOC)nc1C	-1	-13	9	5	.	4	2	.	3
COc1ccccc1OCc1nnc(SCC(=O)Nc2ccc(C)cc2)n1C	-2	0	-1	5	2*	5	-23	-104	9
CSc1ccc(S(=O)(=O)Nc2ccc(S(=O)(=O)Nc3ccc(C)cc3)cc2)cc1	3	8	-6	-4	0	12	-8	100*	4
COc1ccc(OC)c2c(N)c(C#N)c(C(F)(F)C(F)(F)F)nc12	0	13	-10	7	1	-1	19	0	0
COCCNC(=O)c1c(CSc2ccc(F)cc2)noc1C(=O)NCc1ccccc1	-13	2	0	-1	0.9	10	9	6	.
O=C(CSc1nnc(CNC(=O)c2cccs2)o1)NC1CCCC1	-9	-3	0	4	.	9	12	.	-1
Cc1c(Br)c([N+](=O)[O-])nn1C(C)C(=O)NCc1cccnc1 (stereo not drawn)	-1	-15	16	-11	0.4	5	-20	57*	3
Cc1ccc2[nH]c(=O)c(CN(Cc3ccco3)S(=O)(=O)c3c(C)ccc4nsnc34)cc2c1	-8	9	-11	1	0.9	6	7	14	5
CN(C)c1ccc(NC(=O)c2ccc(COc3cccc(Cl)c3)o2)cc1	-24	14	-12	-2	0.3	0	-1	71*	7
CC1(C)CC(=O)C(C=NCCCn2ccnc2)=C(O)C1	-14	-15	13	-7	0.9	4	24	8	4
CC(=O)Nn1cnc2c(c1=O)C1(CCCC1)Cc1ccccc1-2	-14	3	-2	-4	0.4	6	-18	62*	-2
Cn1ncc(C#N)c1/N=C/N(Cc1ccccc1)Cc1ccccc1	-6	-3	6	-8	0	14	3	99*	-2
CCn1c(SCc2ccc(C#N)cc2)nnc1-c1cccc(Cl)c1	0	-4	1	4	0.9	3	12	14	6
COC(=O)[C@H](CCSC)NC(=O)N1CCN(Cc2ccccc2)CC1	-14	-8	6	-1	0.8	6	-13	16	6
Cc1ccc(/C=C/c2nc3ccccc3s2)s1	-9	15	-16	7	0.8	23	4	24	.

Complete entries as entered above:
COc1ccc(OC)c2c(N)c(C#N)c(C(F)(F)C(F)(F)F)nc12 is listed as PLK1 inh = 0; LYP inh 2 = 13; PTPN22 act = -10; EphB4 ephrin blk = 7; CYP2C9 activ = 1; HIV Rev-RRE inh = -1; PLK1 PBD inh = 19; CYP2C9 inhib = 0; Candida biofilm = 0
CCn1c(SCc2ccc(C#N)cc2)nnc1-c1cccc(Cl)c1 is listed as PLK1 inh = 0; LYP inh 2 = -4; PTPN22 act = 1; EphB4 ephrin blk = 4; CYP2C9 activ = 0.9; HIV Rev-RRE inh = 3; PLK1 PBD inh = 12; CYP2C9 inhib = 14; Candida biofilm = 6
CC1(C)Cn2c(nnc2-c2ccccc2)S1 is listed as PLK1 inh = -40; LYP inh 2 = -2; PTPN22 act = 5; EphB4 ephrin blk = -2; CYP2C9 activ = 1.1; HIV Rev-RRE inh = 8; PLK1 PBD inh = 19; CYP2C9 inhib = -11; Candida biofilm = 6

Additional entries follow.
SMILES	PLK1 inh	LYP inh 2	PTPN22 act	EphB4 ephrin blk	CYP2C9 activ	HIV Rev-RRE inh	PLK1 PBD inh	CYP2C9 inhib	Candida biofilm
C/C(=N\n1nnnc1Nc1ccccc1)c1ccc(N)cc1	-4	-1	2	-5	0.8	1	-9	21	7
O=C(C1Cc2ccccc2CN1S(=O)(=O)c1ccc(F)cc1)N1CCCCCC1 (stereo not drawn)	-7	-8	9	2	1	5	-5	0	4
O=C(C1=C(O)C(=O)N(CC2CCCO2)C1c1cccnc1)c1ccco1 (stereo not drawn)	2	-11	8	-1	0.9	1	19	8	9
CCOC(=O)CN1C(=O)C(CC)Oc2ccccc21 (stereo not drawn)	-9	-5	3	4	1.1	6	15	-5	.
COc1cc2[nH]cc(C(=O)NCc3cccs3)c(=O)c2cc1OC	-3	-2	2	-2	.	0	-16	.	6
O=C(NCC1CCCO1)NC1(C(F)(F)F)Oc2ccccc2O1 (stereo not drawn)	-18	2	-3	-4	1.4	0	1	-44	4
CC(C)(C)NC(=O)COC(=O)c1nsc(Cl)c1Cl	-5	-10	6	-8	.	1	1	.	-4
O=C(CNC(=O)c1ccco1)OCc1ccc(Cl)cc1	-5	-10	7	-4	0.8	3	-14	19	2
COC(=O)c1ccc(CSc2nnc3ccccn23)o1	-22	-8	6	-15	0.9	2	16	7	7
O=C1c2cccnc2C(=O)N1c1ccccc1-c1ccccc1	-14	2	-5	-3	0.7	-2	-6	28	.
Cc1cc2n(n1)C(c1cn(-c3ccccc3)nc1C)Nc1c(C)cccc1-2 (stereo not drawn)	-17	3	-3	6	.	13	-8	.	-6
O=C(CN1CCN(Cc2ccccc2)CC1)c1c[nH]c2ccccc12	-15	14	-15	0	0.7	12	-9	27	8
Cc1ccnc(NC(=O)CCC(=O)N(CC(=O)NC2CCCCC2)CC2CCCO2)c1 (stereo not drawn)	-21	-10	8	-8	0.7	-1	12	31	-1
O=C(Nc1ccc(S(=O)(=O)NC2CCCCC2)cc1)c1ccco1	-9	7	-7	-2	.	8	19	.	0
O=C(NCC1CCCO1)c1ccc(NC(=O)C2CCCCC2C(=O)O)cc1 (stereo not drawn)	-4	-3	-2	3	1.2	2	0	-18	13
O=C(O)CSc1cccc2cccnc12	-13&-10	6&-12	-6&10	3&3	1.2&0.9	5&6	9&-7	-23&8	11&5
